# Screens (PubChem)
# BRCA1 expr act: activators of BRCA1 expression. actives 1.1% (n = 380,000). Potency, µM (highest dose often 46.1 µM), inactives show at the top dose activation, actives largely listed as activators. MCF7-BRCA1-FFLuc reporter, luminescence, 48 h; response scale: scaled: vehicle 0%, 10 µM genistein 100%. AID 624202; active = well fitted activation curve with a large enough effect; inconclusive = small, poorly fitted or top-dose-only effect; inactive = no such curve, though single readings can be large or run the other way; note: nearly all actives have a fitted effect of over 80% in size; some results filed as inactive show a strong effect at the top dose
#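 MCF7 cells carrying a BRCA1-firefly luciferase reporter (2000 cells/well, phenol-red free MEM) were attached for 2 h at 37 °C, then given compounds for 48 h. Luminescence was read 15 min after luciferase reagent; activity normalized to genistein (10 microM) and DMSO.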
# * marks the source's active call; other numbers are inactive results; ? = inconclusive. Potency is the fitted concentration of half-maximal effect. An excerpt; the hit share may differ from the screen's.
SMILES,BRCA1 expr act
Cc1cc(Br)cn2c(Cc3ccccc3)c(C3CCCCC3)nc12,-9.1%
C[C@H](CO)N1C[C@H](C)[C@@H](CN(C)S(=O)(=O)c2ccc(F)cc2)OCc2cnnn2CCCC1=O,7.7%
O=C(NC1CC1)c1ccc2nc([C@H]3C[C@H](O)[C@@H](CO)O3)[nH]c2c1,1.8%
O=C1c2ccccc2[C@@H]2Cc3csc[n+]3[C@H]12,1.2%
O=C(Nc1ccccc1)c1cc(C2CCCCN2C(=O)OCc2ccccc2)on1 (configuration not stated),0.0%
OC(c1ccc(CN2CCCCC2)cc1)c1ncc(-c2ccccc2F)[nH]1 (configuration not stated),7.9%
Cc1cn([C@H]2C[C@H](O)[C@@H](CNCC3=Cc4cc(O)ccc4OC3)O2)c(=O)[nH]c1=O,12.4%
S=Cc1ccc(/C=C/c2ccnc3ccccc23)cc1,-10.2%
C[C@H]1CN([C@@H](C)CO)C(=O)CCCn2nncc2CO[C@@H]1CN(C)Cc1ccccc1,3.9%
Oc1ccc(C[C@H]2CNC(=S)N2CC2CCCN2C[C@H](Cc2ccccc2)N2C[C@H](Cc3ccc(O)cc3)N(CC3CCCCC3)C2=S)cc1 (some centres not stated),-67.1%
CC(=O)NC1CCCC1C#N (configuration not stated),5.3%
CCOC(=O)C1(C)CCN1C(=O)c1ccccc1OC(F)(F)F (configuration not stated),-5.3%

# By substructure, the entries above containing a carbonyl joined to an NH by a bond outside any ring (3)
SMILES,BRCA1 expr act
O=C(NC1CC1)c1ccc2nc([C@H]3C[C@H](O)[C@@H](CO)O3)[nH]c2c1,1.8%
O=C(Nc1ccccc1)c1cc(C2CCCCN2C(=O)OCc2ccccc2)on1 (configuration not stated),0.0%
CC(=O)NC1CCCC1C#N (configuration not stated),5.3%

# Look-ups from the results shown:
# `C[C@H](CO)N1C[C@H](C)[C@@H](CN(C)S(=O)(=O)c2ccc(F)cc2)OCc2cnnn2CCCC1=O` in BRCA1 expr act is listed with 7.7%
# `OC(c1ccc(CN2CCCCC2)cc1)c1ncc(-c2ccccc2F)[nH]1` (configuration not stated) in BRCA1 expr act is listed with 7.9%

# Additional structures.
SMILES,BRCA1 expr act
CC(C)C[C@H]1CNC(=O)C(=O)N1C[C@@H]1CCCN1C[C@H](Cc1ccc(O)cc1)N1C[C@H](Cc2ccccc2)N(CC2CCCCC2)C(=O)C1=O,3.7%
O=C(Cc1ccccc1F)Nc1cc(S(=O)(=O)N2CCCCC2)ccc1N1CCOCC1,-9.6%
COc1cc(-c2cc(NC=O)c3ncc(-c4ccc(F)cc4)n3c2)cc(OC)c1OC,-25.7%
O=C(c1cccc(S(=O)(=O)N2CCOCC2)c1)N1CCN(c2ncccn2)CC1,-4.8%
C(=Nc1cnc2ccccc2c1)c1ccnc2ccccc12,6.1%
COC(=O)c1nc(-c2ccc(C)cc2)[nH]c1C(C)(C)C,16.9%
C[C@H]1CN([C@@H](C)CO)C(=O)CCCn2nncc2CO[C@H]1CN(C)C(=O)c1ccc(N2CCN(C)CC2)cc1,4.8%
c1cn2c(-c3ccoc3)cncc2n1,-1.0%
N#Cc1ccc2c(=O)n(-c3ccccc3)sc2c1,74.3%
Cc1ccc2[nH]c(=O)c(CN(CCCO)Cc3nnnn3Cc3ccccc3)cc2c1,-4.1%
CCc1nc2ccc(C(=O)NCCCN3CCCC3=O)cn2c1N(C=O)CC,15.8%
O=S(=O)(/N=C(\c1ccc(F)cc1)N1CCOCC1)c1ccccc1,3.6%
CCc1ccc(NC(=O)C(C)OC(=O)Cn2[nH]c(=O)c3ccccc3c2=O)cc1 (configuration not stated),18.6%
COc1ccc(Nc2nnc(SCC(=O)NC3CCCC3)s2)cc1,11.8%
C[C@H](NC(=O)c1[nH]cnc1C(=O)Nc1ccccc1F)c1ccccc1,-9.1%
COc1ccccc1Cc1c(-c2cccc(Cl)c2)nc2ccc(C)cn12,-44.8%
CN(C(=O)COC(=O)CSc1ccccc1)c1c(N)n(Cc2ccccc2)c(=O)[nH]c1=O,13.7%
Cn1c(Oc2ccncc2)nc2cc(-c3ccsc3)sc2c1=O,-3.0%
CCOC(=O)[C@]12CCCC=C1N(Cc1ccco1)C(=O)[C@H](CC(=O)NCCC(C)C)C2,4.5%
COc1ccccc1OCc1cc(C(=O)N(C)CCC2CCOCC2)no1,?
O=C(NCc1cccc(C(F)(F)F)c1)c1ccc2sc(C3=C[C@@H](O)[C@@H](O)[C@@H](CO)O3)nc2c1,4.3%
Cc1ccc(F)cc1C(=O)N1CCCC(c2cc(C(=O)NCc3ccc(F)cc3)no2)C1 (configuration not stated),-15.4%
CN(Cc1c(C(=O)N/N=C/c2c(F)cccc2Cl)nnn1-c1nonc1N)C1CCCCC1,-9.2%
CC(=O)NC(C)(c1ccccc1)c1nc(-c2cnc3ccccc3c2)cs1 (configuration not stated),-0.6%

# Entries shown so far with a cyano group:
SMILES,BRCA1 expr act
CC(=O)NC1CCCC1C#N (configuration not stated),5.3%
N#Cc1ccc2c(=O)n(-c3ccccc3)sc2c1,74.3%

# Remaining list, next part.
SMILES,BRCA1 expr act
CC(C)(C)c1ccc(C(=O)N2CCC2(C)C(=O)NCCC#N)cc1 (configuration not stated),3.1%
Cc1ccc(OCCCN2CCC(C(O)(c3ccccc3)c3ccccc3)CC2)cc1,-27.7%
C#CCN(C[C@H]1[C@H](OC(=O)NCC2CCCCC2)[C@H](OC(=O)NCC2CCCCC2)C[C@@H](C(=O)OC)[C@H]1C(=O)OC)S(=O)(=O)c1ccc(C)cc1,-21.2%
CC1Sc2ccc(C#N)cc2N(Cc2cccc(C(F)(F)F)c2)C1=O (configuration not stated),0.0%
CCOC(=O)c1nc2ccc(C)cc2c2c1C1CC(c3c(Cl)cccc31)N2C(=O)OCc1ccccc1 (configuration not stated),-22.3%
CCOc1ccc(CCN2C(=O)C(=O)N([C@@H](Cc3ccccc3)CN3CCC[C@H]3CN3C(=O)C(=O)NC[C@@H]3Cc3ccc(O)cc3)C[C@@H]2CC(C)C)cc1,-21.6%
CCc1nc2ccc(C(=O)NCc3cccs3)cn2c1N(C)Cc1nccs1,-1.4%
CC(C)c1ccc(CC(=O)N2CCC2(C)C(=O)Nc2ccccc2)cc1 (configuration not stated),-7.2%
O=CC(=Cc1ccccc1)c1ccccc1,13.1%
CCN(CC)c1nc(NC2CCN(C)CC2)c2cc(OC)c(OC)cc2n1,-10.5%
Clc1nc(-c2ccccc2)cc(-c2ccc(Br)cc2)n1,-66.9%
CCOc1ccc(CCN2C(=O)C(=O)N([C@@H](CC(C)C)CN3CCC[C@H]3CN3C(=O)C(=O)NC[C@@H]3Cc3ccccc3)C[C@@H]2Cc2ccccc2)cc1,-55.3%
CCCN(CC(=O)Nc1ccccc1C)C(=O)/C=C/c1ccc(OC)c(OC)c1,-21.9%
c1ccc(COc2cccc(-c3cc4nc(NCCc5ccncc5)ccn4n3)c2)cc1,-50.8%
CCOC1=C2CN(S(=O)(=O)c3ccccc3)[C@H](c3ccccc3)C[C@H]2n2c(=O)n(-c3ccccc3)c(=O)n2C1,1.0%
CCCCc1c(-c2ccccc2OC)ncn1CCc1ccccc1OC,-51.4%
O=Cc1c[nH]c2ccccc12,-1.1%
CSc1ccccc1-c1cnc(NC(C)=O)cn1,72.7%
Cn1nc(C2CC2)cc1NC(=O)C1(C)CCN1C(=O)c1ccccc1CCc1ccccc1 (configuration not stated),-3.4%
CN(C)c1ccc(N=Nc2ccnc3ccccc23)cc1,16.6%
O=C(CC1CCCC1)NNC(=O)c1ccccc1O,-33.7%
COc1ccccc1Cc1c(-c2ccc(C#N)cc2)nc2ccc(C)cn12,-9.7%
C[C@H](CO)N1C[C@H](C)[C@@H](CN(C)S(=O)(=O)c2cccs2)OCc2cn(nn2)CCCC1=O,-7.5%
Cc1cc(Br)cn2c(Cc3ccccc3C(F)(F)F)c(-c3ccccc3)nc12,1.0%
Cc1cccc(NC(=O)CSCC(=O)Nc2ccccc2C(=O)N2CCCCC2)c1,-13.6%
O=C(NCCc1ccc(Cl)cc1)c1cc(S(=O)(=O)N2CCCC2)ccc1F,-25.7%
CCCCn1nnnc1C(c1cc2ccccc2o1)N1CCN(c2c(C)cccc2C)CC1 (configuration not stated),-17.8%
CCCC[C@@H]1CC2=C(C(=O)OC(C)(C)O2)[C@H](c2ccc(C(C)C)cc2)O1,-0.6%
CC1(C(=O)NCC2CCOCC2)Cc2c(-c3cccc(C(N)=O)c3)ccnc2O1 (configuration not stated),-29.5%
COc1ccc(-c2csc(C(O)c3ccccc3)n2)cc1 (configuration not stated),?
COc1ccc(OCCOC(=O)CNC(=O)c2ccc(F)cc2)cc1,-0.7%
CC(C)C[C@@H](CN1CCC[C@H]1CN1C(=O)C(=O)NC[C@@H]1Cc1ccccc1)N1C[C@H](Cc2ccccc2)N(CC2CCCCCC2)C(=O)C1=O,-60.5%
O=C(O)C(Cc1ccccc1)N1C(=O)C2C3CCC(C3)C2C1=O (configuration not stated),8.7%
CCc1ccccc1OCC(=O)Nc1nnc(C2CC2)s1,-22.7%
CCc1cc(-c2nnn(CCC3COCCO3)c2CC)cc(CC)c1-c1cn(CCc2c[nH]c3ccccc23)nn1 (configuration not stated),-12.1%
O=C(CC[C@H]1O[C@@H](n2cnc3c(NC(=O)c4ccccc4)ncnc32)[C@H](O)[C@@H]1O)NCc1ccccn1,11.3%
Cc1ccc(S(=O)(=O)N2CCN(c3nc(-c4cccs4)nc4ccccc34)CC2)c(C)c1,-2.3%
CC1=C(C(=O)N2CCOCC2)CC(CC(=O)NCc2ccco2)C(=O)N1Cc1ccc(C(C)(C)C)cc1 (configuration not stated),-7.4%
Nc1[nH]c(C(=O)c2ccccc2)c(-c2ccccc2Br)c1C(=O)c1ccccc1,0.0%
Cc1c(Br)cccc1NC(=O)C1(C)CCN1C(C)C (configuration not stated),0.5%
O=C(c1[nH]c(C(F)(F)F)nc1-c1ccccc1)N1CCC2(CC1)C(=O)NCN2c1ccccc1,3.7%
c1coc(-c2nc3cc4ccccc4cc3nc2-c2ccco2)c1,-39.6%
COc1ccc(C(C)=O)cc1Cn1c(C)c(C(=O)NC2CC2)sc1=O,7.5%
CC1CCC(C(C)C)C(NC(=O)c2ccncc2)C1 (configuration not stated),2.6%
COc1ccccc1CCc1nnc(CCC(=O)NCCC2CCCCO2)o1 (configuration not stated),18.6%
C[S+](C)CC(=O)c1ccc2ccccc2c1,-1.8%
FC(F)c1nc2nc(Cl)c(Cl)nc2[nH]1,-5.5%
CC1(C(=O)Nc2ccc3[nH]ncc3c2)CCN1C(=O)Cc1ccc(-c2ccccc2)cc1 (configuration not stated),-14.2%
CCOC(=O)C1CCCN(C(=O)C2(c3ccc(Cl)cc3)CCCC2)CC1 (configuration not stated),-15.6%
COc1ccc(-c2nc(NCCN(C)C)nc3ccsc23)c(C)c1,17.5%
C[C@H]1CN([C@@H](C)CO)C(=O)CCCn2cc(nn2)CO[C@@H]1CN(C)C(=O)Nc1ccc(N2CCCCC2)cc1,18.6%
CCOC(=O)C1(C)CCN1C(=O)c1ccccc1C (configuration not stated),3.6%
O=C(COC(=O)C1CCC1)Nc1cc(S(=O)(=O)N2CCOCC2)ccc1Cl,5.2%
O=C(Nc1ccc2c(c1)OCO2)c1ccc2sc([C@@H]3O[C@H](CO)[C@@H](O)[C@H]3O)nc2c1,3.16µM*
Cc1cccc2sc(=S)[nH]c12,13.5%
CC1(C(=O)NS(=O)(=O)c2ccc(F)cc2F)CCN1C(=O)CCc1ccc(Cl)cc1Cl (configuration not stated),0.0%
C[C@@H]1CN([C@H](C)CO)S(=O)(=O)c2ccc(-c3ccc(C(=O)N(C)C)cc3)cc2O[C@H]1CN(C)C(=O)Cc1ccccn1,-0.1%
COc1cccc(-c2nc3nc(C)cc(C)n3c2NC2CCCC2)c1,2.3%
CCCCn1nnnc1C1(C)CCC(=O)N1CC(F)(F)F (configuration not stated),7.6%
CC(C)(C)C(=O)Nc1nnc([C@H]2C[C@H](O)[C@@H](CO)O2)s1,1.7%
# (more compounds)
SMILES,BRCA1 expr act
Fc1ccc(-c2nc3c(Cl)cc(C(F)(F)F)cn3c2Cc2cccc(F)c2)cc1,12.5%
CC#CCOCC1CN(C)C(=O)O1 (configuration not stated),4.3%
CC(=O)NC(c1ccccc1)c1nc(-c2cccc(C(F)(F)F)c2)cs1 (configuration not stated),4.6%
O=C(COC(=O)c1ccccc1SCC(=O)N1CCCC1)NCc1ccc(F)cc1,-6.6%
Cc1ccc(-c2ccc(CN3C(CC(C)C)C(=O)N(Cc4cn(Cc5ccco5)nn4)CCS3(=O)=O)cc2)cc1 (configuration not stated),-9.4%
Cc1ccc([C@@H]2C[C@H]3[C@@H](CN2S(=O)(=O)c2ccc(C)cc2)C(=O)C[C@@H](c2cccc(Cl)c2)N3S(=O)(=O)c2ccc(C)cc2)cc1,-3.3%
COc1ccccc1CNC(=O)COC(=O)CCN1C(=O)C2CC=CCC2C1=O (configuration not stated),25.0%
CCCNC(=O)N(C)C[C@H]1Oc2cc(Br)ccc2S(=O)(=O)N([C@@H](C)CO)C[C@@H]1C,0.0%
COc1ccc(C=C2CCC3C(CCCC34OCCO4)C2=O)cc1 (configuration not stated),75.9%
CN(C)C(=O)c1cccc(-c2cnc3c(NC=O)cc(-c4ccccc4N(C)C)cn23)c1,-42.8%
O=C(Nc1nc(-c2ccc([N+](=O)[O-])cc2)cs1)C1=COCCO1,34.9%

# 6 entries out of the list, ordered by number of heavy atoms, descending:
SMILES,BRCA1 expr act
Cc1ccc([C@@H]2C[C@H]3[C@@H](CN2S(=O)(=O)c2ccc(C)cc2)C(=O)C[C@@H](c2cccc(Cl)c2)N3S(=O)(=O)c2ccc(C)cc2)cc1,-3.3%
O=C(COC(=O)c1ccccc1SCC(=O)N1CCCC1)NCc1ccc(F)cc1,-6.6%
COc1ccccc1CNC(=O)COC(=O)CCN1C(=O)C2CC=CCC2C1=O (configuration not stated),25.0%
COc1ccc(C=C2CCC3C(CCCC34OCCO4)C2=O)cc1 (configuration not stated),75.9%
O=C(Nc1nc(-c2ccc([N+](=O)[O-])cc2)cs1)C1=COCCO1,34.9%
CC#CCOCC1CN(C)C(=O)O1 (configuration not stated),4.3%
